# HCMV antiviral: human cytomegalovirus inhibition | HFF cells, HCMV-luciferase reporter, 72 h; active compounds read low | activity change, negative = inhibition, % at 57.5 µM | 410,000 compounds, 4.5% hits | AID 1259415; in the data active = activity change below about -60%; inconclusive = no clear call, values can overlap the other calls; inactive = above about -39%
#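 Screen run at 2 compound doses on HFFs infected with reporter HCMV, MOI 1 PFU/cell. Luciferase activity from cell lysates at 72 h post infection gave inhibition relative to buffer-only and Salinomycin wells.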
# AmpC no deterg: blocks E. coli AmpC beta-lactamase in detergent-free assay | AmpC nitrocefin hydrolysis, absorbance 480 nm, 0.0001% Triton | Potency, µM (highest dose often 57.1 µM), without a hit: at the highest dose activity change, negative = inhibition, most hits filed as inhibitors | 330,000 compounds, 0.52% hits | AID 485341;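 note: potency is the fitted concentration of half-maximal effect; plate controls were no compound for no effect and no enzyme for full effect; nearly all actives have a fitted effect of over 20% in size; some results filed as inactive show a strong effect at the top dose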
# Target sequence (P00811 whole entry, looked up): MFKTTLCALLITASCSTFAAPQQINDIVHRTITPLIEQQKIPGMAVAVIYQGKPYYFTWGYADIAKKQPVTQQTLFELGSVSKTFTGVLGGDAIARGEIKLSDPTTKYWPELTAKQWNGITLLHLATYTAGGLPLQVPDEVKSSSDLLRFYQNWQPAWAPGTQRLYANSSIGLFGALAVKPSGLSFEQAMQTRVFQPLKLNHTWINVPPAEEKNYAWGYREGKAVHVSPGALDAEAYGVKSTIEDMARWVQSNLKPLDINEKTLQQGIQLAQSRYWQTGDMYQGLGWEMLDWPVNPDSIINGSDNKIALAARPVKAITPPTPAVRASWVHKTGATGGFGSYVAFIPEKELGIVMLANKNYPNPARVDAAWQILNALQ
#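 20 mM phosphate pH 7.0 + 0.01% (detergent screen) or 0.0001% Triton X-100; 5.3 nM AmpC reagent; cpd preinc 15 min RT; nitrocefin (800 uM stock) to start; A480 q20 s × 4 min; Activity was normalised to no-enzyme and no-compound control wells.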
# LmPK inh: blocks Leishmania mexicana pyruvate kinase activity; 290,000 compounds, 0.37% hits; purified LmPK, Kinase-Glo ATP luminescence, 1 h; Q27686; Potency, µM (doses to about 57.5 µM), inactives show top-dose activity change, negative = inhibition, usual class: inhibitors; note: potency is the fitted concentration of half-maximal effect
# Target sequence (Q27686 whole entry, looked up): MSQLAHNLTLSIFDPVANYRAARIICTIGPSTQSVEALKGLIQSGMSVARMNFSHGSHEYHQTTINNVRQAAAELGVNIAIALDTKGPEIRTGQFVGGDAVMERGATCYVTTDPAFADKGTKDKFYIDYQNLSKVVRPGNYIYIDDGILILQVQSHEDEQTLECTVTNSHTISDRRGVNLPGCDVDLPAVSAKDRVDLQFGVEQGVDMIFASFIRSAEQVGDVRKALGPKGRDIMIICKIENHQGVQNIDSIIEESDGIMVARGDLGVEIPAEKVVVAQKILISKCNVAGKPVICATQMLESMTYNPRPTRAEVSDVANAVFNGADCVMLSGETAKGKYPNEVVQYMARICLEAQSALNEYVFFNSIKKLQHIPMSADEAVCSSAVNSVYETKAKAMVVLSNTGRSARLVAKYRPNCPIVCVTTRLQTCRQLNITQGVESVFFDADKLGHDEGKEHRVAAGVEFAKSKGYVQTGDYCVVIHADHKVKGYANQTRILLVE
#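 Kinase-Glo luminescence read after 1 h RT reaction of 0.1 nM LmPK with 0.5 mM PEP and 0.1 mM ADP. Activity scaled between uninhibited and enzyme-free controls.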
# AmpC detergent: blocks E. coli AmpC beta-lactamase in detergent assay; 370,000 compounds, 0.041% hits; AmpC hydrolysis of nitrocefin, absorbance 480 nm, 0.01% Triton; Potency, µM (highest dose often 114 µM), for the others: top-dose activity change, negative = inhibition, usual class: inhibitors; AID 485294;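 note: potency is the fitted concentration of half-maximal effect; 0% = no-compound wells and -100% = no-enzyme wells; nearly all actives have a fitted effect of over 25% in size; some results filed as inactive show a strong effect at the top dose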
#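 AmpC (5.3 nM in the dispensed reagent) in 20 mM phosphate pH 7.0 with 0.01% (detergent screen) or 0.0001% Triton X-100 was preincubated with compounds for 15 min at room temperature. Nitrocefin was then added from an 800 uM solution, and hydrolysis was followed at 480 nm.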
# AMA1 RON2 block: inhibitors of Plasmodium falciparum AMA1-RON2 interaction. 360,000 compounds, 0.2% hits. Potency, µM (highest dose often 58.2 µM), for the others: at the highest dose activity change, negative = inhibition, usual class: inhibitors. AlphaScreen AMA1-biotinylated RON2 peptide binding;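 note: potency is the fitted concentration of half-maximal effect; 0% = vehicle wells and -100% = peptide control; nearly all actives have a fitted effect of over 45% in size; some results filed as inactive show a strong effect at the top dose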
#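 AMA1 (3D7) with his tag at 25 nM final met compounds first, then biotinylated RON2 peptide at 25 nM; detection used donor plus acceptor beads, 10 µg/mL apiece, read by AlphaScreen after 30 min at room temperature.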
# HCV inhibitor: inhibitors of hepatitis C virus infection. Huh7.5.1 HCVcc-Cre infection, luciferase reporter, 44 h. Potency, µM (titrated, usually from 41.8 µM), for the others: at the highest dose activity change, negative = inhibition, hits mostly inhibitors. 340,000 compounds, 3.4% hits. AID 651820; note: potency is the fitted concentration of half-maximal effect
#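 Antiviral activity was scored by luciferase reporter output from cells infected with HCVcc-Cre (~0.5 moi) in presence of compound, 44 h infection period, cells seeded 1,000/well 4 h prior.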
# Tb PYK inh: T. brucei pyruvate kinase inhibition | Q57TT1 | TbPYK enzyme, Kinase-Glo Plus ATP luminescence, 45 min | Potency, µM (top dose mostly 76.8 µM), without a hit: at the highest dose activity, negative = inhibition, most hits filed as inhibitors | 410,000 compounds, 0.12% hits | AID 624173; note: potency is the fitted concentration of half-maximal effect; nearly all actives have a fitted effect of over 50% in size
#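 Glycolytic pyruvate kinase of T. brucei was incubated with substrate, test compound and 130 uM ADP for 45 minutes at room temperature. Luminescent Kinase-Glo Plus signal was measured after 10 minutes.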
# * marks the source's active call; other numbers are inactive results; ? = inconclusive; · = no result given; [ ] = dose if it differs, or a comment. Unless noted, calls come from the whole dose curve; as a rule, active = well fitted curve in the direction sought with a large enough effect; inconclusive = small, poorly fitted or top-dose-only effect, or another doubt; inactive = no such curve, though single readings can be large; an effect the other way counts as inactive or inconclusive. Unless noted, % is set by controls: 0 for no effect and ±100 for the full control effect.
SMILES	AmpC no deterg	LmPK inh	AmpC detergent	Tb PYK inh	AMA1 RON2 block	HCV inhibitor	HCMV antiviral
CS(=O)(=O)N1CCN(c2ccc(NC(=S)NC(=O)c3ccc4c(c3)OCO4)cc2)CC1	-6%	2%	-2%	1%	19%	10µM*	-39
CN(C)C(=O)CN1c2cccc3cccc(c23)S1(=O)=O	-18%	0%	1%	3%	-1%	-10%	-8
C=CCSc1nnc(Cc2cc(=O)[nH]c(=O)[nH]2)n1-c1cc(C)ccc1C	0%	2%	-11%	1%	25%	23%	12
COC(=O)c1ccc(/C=N/NC(=O)c2cccc(F)c2)cc1	-14%	?	0%	-10%	-10%	19%	47
O=C(Nc1ccccc1N1CCOCC1)C1CCN(S(=O)(=O)c2ccc(Cl)cc2)CC1	40%	6%	-3%	34%	0%	2%	17
c1ccc(CN2CCN(c3nc(-c4ccccc4)nc4ccccc34)CC2)cc1	-5%	3%	-11%	-8%	?	-18%	2
COc1ccccc1C(CNC(=O)CNC(=O)c1ccccc1Cl)N1CCCC1 (configuration not stated)	-12%	·	-3%	0%	104%[activator]	-10%	-101*
CCNC(=S)N(Cc1ccccc1)Cc1nc2ccccc2c(=O)[nH]1	-12%	2%	7%	2%	-18%	3%	-37
N#CC1=C(N)Oc2c(oc(CO)cc2=O)C12C(=O)Nc1ccc(Cl)cc12 (configuration not stated)	-16%	1%	?	-5%	-1%	29%	75
CC(C)(C)c1nc(NCCO)c2nnn(Cc3ccccc3)c2n1	60%	-1%	-9%	-9%	25%	-29%	57
Cc1sc2nc(CSCC(=O)Nc3ccc(C(=O)N(C)C)cc3)[nH]c(=O)c2c1C	-21%	·	1%	-2%	60%[activator]	15%	0
NC(=O)c1ccccc1NC(=O)C(c1ccccc1)c1ccccc1	·	·	·	3%	6%	-1%	?
Cc1ccccc1N1CCN(C(=O)c2ccccc2NC(=O)/C=C\C(=O)O)CC1	-14%	-5%	-15%	-51%	-8%	7%	4
O=C(Nc1ccc(Cl)c(Cl)c1)N1CC=CCC1	-16%	-5%	?	-1%	-9%	-23%	4
Cc1cc(C)cc(NC(=O)C2CCCN(c3nccc(C)n3)C2)c1 (configuration not stated)	-3%	2%	2%	4%	15%	2%	35
Nc1ccccc1SC/C=C/CSc1ccccc1N	-31%	-4%	-1%	1%	-14%	?	22
CC(C)Sc1nc(N2CCCC2)c2c(c1C#N)CC(C)(C)OC2	19%	7%	-8%	-1%	?	?	6
S=C(NN=C1CCN(Cc2ccccc2)CC1)NC1CCCCC1	-12%	0%	-5%	-7%	31%[activator]	12%	-36
Cc1cc(C)cc(NC(=O)NNC(=O)c2cc3occc3[nH]2)c1	-17%	0%	4%	-8%	54%[activator]	6%	-33
O=C(O)CCN=Cc1c(O)c2ccccc2oc1=O	-45%	-8%	-7%	-8%	48%[activator]	-8%	-10
CCN(N=Nc1cccc([N+](=O)[O-])c1)c1cccc([N+](=O)[O-])c1	-22%	5%	-2%	0%	-16%	?	13
O=C(NCc1ccccc1)c1onc(CSc2ccc(Cl)cc2)c1C(=O)NCC1CC1	-18%	·	?	-4%	7%	?	-3
O=C(NCCc1ccccc1)C(=O)NCC1OCCCN1S(=O)(=O)c1cc(F)ccc1F (configuration not stated)	3%	-3%	3%	3%	0%	·	21
COc1ccc(NC(=O)CSc2[nH]c(=O)cc(C)c2C#N)cc1OC	-12%	-5%	-12%	-6%	-2%	15%	6
Cc1ccc(C2=CC(C)(c3ccc(C)cc3)Nc3nc(C(F)(F)F)nn32)cc1 (configuration not stated)	-18%	2%	-2%	1%	-7%	?	-23

# Filtered by structure: the compounds so far with an NH in an aromatic ring
SMILES	AmpC no deterg	LmPK inh	AmpC detergent	Tb PYK inh	AMA1 RON2 block	HCV inhibitor	HCMV antiviral
C=CCSc1nnc(Cc2cc(=O)[nH]c(=O)[nH]2)n1-c1cc(C)ccc1C	0%	2%	-11%	1%	25%	23%	12
CCNC(=S)N(Cc1ccccc1)Cc1nc2ccccc2c(=O)[nH]1	-12%	2%	7%	2%	-18%	3%	-37
Cc1sc2nc(CSCC(=O)Nc3ccc(C(=O)N(C)C)cc3)[nH]c(=O)c2c1C	-21%	·	1%	-2%	60%[activator]	15%	0
Cc1cc(C)cc(NC(=O)NNC(=O)c2cc3occc3[nH]2)c1	-17%	0%	4%	-8%	54%[activator]	6%	-33
COc1ccc(NC(=O)CSc2[nH]c(=O)cc(C)c2C#N)cc1OC	-12%	-5%	-12%	-6%	-2%	15%	6

# Additional compounds:
SMILES	AmpC no deterg	LmPK inh	AmpC detergent	Tb PYK inh	AMA1 RON2 block	HCV inhibitor	HCMV antiviral
Cc1cccc(Oc2ncnc(N)c2[N+](=O)[O-])c1C	-42%	2%	?	-12%	3%	26%	-29
CCOC(=O)C1=C(CSc2nc(-c3ccncc3)ccc2C#N)OC(N)=C(C#N)C1c1ccc(OC)cc1 (configuration not stated)	12%	11%	?	-17%	1%	-27%	-1
COc1ccc(O)c(C(=O)c2cnn(-c3ccccn3)c2)c1	-28%	-3%	2%	0%	-19%	-30%	-32
Cc1ccc(C)c(NC(=O)CCC(=O)N/N=C/c2ccc[nH]2)c1	-25%	2%	-7%	-7%	55%[activator]	3.5µM*	-91*
CCOC(=O)C1=C(C)N(C)C(=O)NC1c1c(OC)ccc2ccccc12 (configuration not stated)	46%	0%	2%	-17%	3%	-8%	42
O=[N+]([O-])c1cccc(COc2ccccc2CN2CCOCC2)c1	·	·	·	-6%	-6%	?	-10
CCN1C(=O)C(Cc2nc3ccccc3c(=O)n2-c2cccc(C)c2)c2ccccc21 (configuration not stated)	·	·	-3%	1%	·	·	-8
CN(C)CC1CCCCC1OC(=O)c1ccc(Cl)cc1Cl (configuration not stated)	9%	1%	-12%	7%	45%[activator]	?	-61*
CC(C)CSc1nc2ccccc2n1CC(=O)O	-7%	2%	1%	0%	24%	19%	-6
COc1ccc(C(C)=O)cc1COC(=O)c1cc2ccccc2cc1O	-2%	0%	?	2%	-15%	-22%	-3
NS(=O)(=O)c1ccc(CCNc2ccn3nc(-c4ccccc4)cc3n2)cc1	·	·	·	-8%	4%	·	45
C[C@H](NC(=O)Nc1ccccc1F)C(=O)O	-22%	-1%	-8%	-1%	0%	1%	-30
CCOC(=O)/C(C#N)=C1/C=CN(c2ccccc2)C=N1	-16%	-6%	-12%	0%	7%	-3%	15
CCc1n[nH]c2c1/C(=N\O)CC(C)(C)C2	-15%	1%	?	-1%	0%	9%	38
CCCCCn1c(=O)c(C(=O)OCC)c(Cl)c2ccccc21	2%	0%	-2%	-9%	11%	-19%	-5
CCOc1ccc(-c2cccc(NS(=O)(=O)c3ccc(C)s3)c2)nn1	·	·	19%	-7%	·	·	11
COc1ccc(OC)c(NC(=O)COC(=O)c2c(C)noc2C)c1	-12%	·	-15%	1%	-1%	-7%	-1
CC1CCN(S(=O)(=O)c2ccc3c(ccn3CC(=O)O)c2)CC1	-14%	8%	-1%	-9%	9%	31%[activator]	0
CCOC(=O)C1CCN(C(=O)c2cc(COc3ccc(F)cc3F)on2)CC1	79%[activator]	-4%	1%	-14%	-1%	·	92
Cc1ccc2oc(C(=O)NCCCN3CCOCC3)c(C)c2c1	1%	-7%	7%	3%	10%	23%	110
CCOC(=O)c1ccc(N2CCN(C(=O)c3ccccc3)CC2)c(NC(=O)c2ccco2)c1	128%[activator]	-4%	-2%	3%	-3%	?	-22
Cn1nccc1NS(=O)(=O)c1ccc(NC(=O)C(F)(F)F)cc1	-15%	5%	0%	0%	-28%	-21%	6
CCOc1ccc(-n2ccc(=O)c(C(=O)Nc3ccc(S(=O)(=O)Nc4nccs4)cc3)n2)cc1	-28%	10%	-4%	2%	-1%	-15%	0
COc1cccc(CNC(=O)c2cc3n(n2)CCCN(Cc2ccc(C)cc2)C3=O)c1OC	·	·	8%	-11%	·	·	-10
CCOc1ccc(-c2cc3c(=O)n(CC(=O)NCc4ccccc4)ccn3n2)cc1	·	·	-1%	-5%	·	·	54

# Reprinted from the part before: four compounds; new compounds follow.
SMILES	AmpC no deterg	LmPK inh	AmpC detergent	Tb PYK inh	AMA1 RON2 block	HCV inhibitor	HCMV antiviral
Cn1nccc1NS(=O)(=O)c1ccc(NC(=O)C(F)(F)F)cc1	-15%	5%	0%	0%	-28%	-21%	6
CCOc1ccc(-n2ccc(=O)c(C(=O)Nc3ccc(S(=O)(=O)Nc4nccs4)cc3)n2)cc1	-28%	10%	-4%	2%	-1%	-15%	0
COc1cccc(CNC(=O)c2cc3n(n2)CCCN(Cc2ccc(C)cc2)C3=O)c1OC	·	·	8%	-11%	·	·	-10
CCOc1ccc(-c2cc3c(=O)n(CC(=O)NCc4ccccc4)ccn3n2)cc1	·	·	-1%	-5%	·	·	54
COC(=O)c1ccccc1OC(=O)c1cc2ccccc2oc1=O	0%	-8%	3%	-1%	-6%	2%	31
Cc1ccc(-c2nc3ncccc3o2)cc1NC(=O)c1cccs1	-20%	7%	4%	-9%	-12%	-19%	?
O=C(c1ccc(N2CCCC2=O)cc1)N1CCN(c2ccccc2O)CC1	1%	·	-6%	-6%	-6%	?	-18
C[C@]12CCC3C(CC[C@@H]4CC(=O)CC[C@]34C)C1CC[C@@H]2O (some centres not stated)	0%	·	·	3%	-5%	16%	-21
Cc1cc(C(=O)CN2C(=O)NC(c3ccccc3)(c3ccccc3)C2=O)c(C)n1Cc1ccco1	19%	1%	-10%	3%	-16%	-7%	21
COc1ccc(CC(=O)NCCc2csc(-c3ccc(C(F)(F)F)cc3)n2)cc1	·	·	8%	3%	·	·	-9
CCC(C(=O)OCC(=O)Nc1ccc(C(=O)Nc2ccc(OC)cc2)cc1)c1ccccc1 (configuration not stated)	-51%	1%	-8%	0%	9%	?	2
Cc1nc(SCC#N)c2c3c(sc2n1)CCC3	-10%	-9%	2%	-9%	9%	8%	-7
COc1ccc(C)cc1S(=O)(=O)N1CCN(S(=O)(=O)c2cc(C)ccc2OC)C(C)C1 (configuration not stated)	122%[activator]	9%	1%	-3%	0%	?	5
Cc1c(C2(O)CCCCC2)[nH]c2cc(C(F)(F)F)ccc12	-12%	·	·	1%	-22%	?	-4

# Screens: PubChem BioAssay, National Center for Advancing Translational Sciences (NCATS)
